BL2 CD40 inh: CD40 pathway inhibition in BL2 cells | BL2 NF-kB luciferase reporter, CD40L-induced, 4 h | inhibition, % at 10 µM | 83,000 tested, 0.94% active | AID 1053188;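 active means mean inhibition of at least 50% with a set share of replicates also reaching that level; inconclusive means no clear call, values can overlap the other calls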;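 further: 0% = neutral control wells and 100% = IKK inhibitor VII at 50 µM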
Numbers without * were called inactive; ? = inconclusive; & = joins results of further samples; [ ] = remark or other dose. Some of the compounds tested. The share of hits here may be higher or lower than overall.

SMILES	BL2 CD40 inh
O=C(NCc1ccccc1)Nc1cccn(Cc2ccc(Cl)cc2)c1=O	4.5
O=C(Nc1ccccc1)N1C[C@@H]2N[C@H](C1)[C@@H]2c1ccc(/C=C/c2ccccc2)cc1	-12.1
CC(C)c1ccc(NC(=O)Nc2nc(CN)cs2)cc1	-6.7
N#C[C@@H]1[C@@H](c2ccc(-c3ccccc3)cc2)[C@H](CO)N1C(=O)Cc1ccccc1	-8.2
Cc1ccc(C(=O)NNC(=O)COC(=O)COc2ccccc2C#N)cc1	8.4
c1ccc(-c2nnc(SCc3nc4ccccc4[nH]3)n2Cc2ccco2)nc1	4.2
COc1cccc(S(=O)(=O)N2CC[C@@H]3[C@@H](CO)Nc4ccc(-c5ccc(C#N)cc5)cc4[C@@H]32)c1	34.9[25 µM]
COc1cccc(C(=O)N2CCC(C(=O)N3CCN(C)CC3)CC2)c1	1.0
O=C(Nc1ccccc1)c1ccccc1NC(=O)c1ccccc1C(=O)O	-7.5
Cn1cnc(S(=O)(=O)N2CC[C@@H]3[C@H](CO)Nc4ccc(C#Cc5cccc(F)c5)cc4[C@@H]32)c1	-11.7[25 µM]
CN1C(=O)c2cc(NS(=O)(=O)c3cccc(F)c3)ccc2OC[C@@H]2O[C@@H](CC(=O)NCCN3CCCCC3)CC[C@H]21	-6.1[25 µM]
COc1cc(OC)cc(C(=O)NCC(=O)OCC(=O)NC2CCCc3ccccc32)c1 (stereo not drawn)	5.5
CC(OC(=O)Cc1coc2cc3c(cc12)CCC3)C(=O)NCc1ccc2c(c1)OCO2 (stereo not drawn)	0.5
CC(C)Cc1ccc(C(C)NC(=O)Cc2ccc(S(=O)(=O)N3CCOCC3)s2)cc1 (stereo not drawn)	1.1
Cc1oc(-c2ccccc2)cc1C(=O)Nc1cccc2ccccc12	14.1
CCOc1ccc2ccccc2c1/C=N/NC(=O)CNC(=O)c1ccccc1O	6.2
O=C(Nc1ccc(N2CCN(C(=O)c3ccccc3)CC2)cc1)c1cccnc1	-11.0
Cc1cc(C(=O)COc2cccnc2[N+](=O)[O-])c(C)n1Cc1ccco1	-20.2
O=C(COc1ccc(S(=O)(=O)NCc2ccccc2)cc1)NCC1CCCO1 (stereo not drawn)	0.9
CC(NC(=O)COC(=O)c1ccc(CO)cc1)C1CC2CCC1C2 (stereo not drawn)	1.5
Cc1ccc(S(=O)(=O)N2CCN(C(=O)COC(=O)COc3ccc(Cl)cc3C)CC2)c(C)c1	3.8
c1ccc(CSc2ccc(-c3ccccn3)nn2)nc1	-76.9
Cc1ccc(NC(=O)c2ccc(S(=O)(=O)N3CCC(C)CC3)cc2)nc1	-50.7
CNC(=O)C(C)c1ncc(C(F)(F)F)cc1Cl (stereo not drawn)	5.1
O=C(Nc1cccc(F)c1)N1C[C@@H]2N[C@H](C1)C2c1ccc(-c2cncnc2)cc1 (stereo partly drawn)	8.4[25 µM]

Given with each value named: part of the list above.
CN1C(=O)c2cc(NS(=O)(=O)c3cccc(F)c3)ccc2OC[C@@H]2O[C@@H](CC(=O)NCCN3CCCCC3)CC[C@H]21
  BL2 CD40 inh: -6.1[25 µM]

CC(NC(=O)COC(=O)c1ccc(CO)cc1)C1CC2CCC1C2 (stereo not drawn)
  BL2 CD40 inh: 1.5

Cn1cnc(S(=O)(=O)N2CC[C@@H]3[C@H](CO)Nc4ccc(C#Cc5cccc(F)c5)cc4[C@@H]32)c1
  BL2 CD40 inh: -11.7[25 µM]

N#C[C@@H]1[C@@H](c2ccc(-c3ccccc3)cc2)[C@H](CO)N1C(=O)Cc1ccccc1
  BL2 CD40 inh: -8.2

Next compounds follow.
SMILES	BL2 CD40 inh
O=C(CCC(=O)N1CCN(S(=O)(=O)c2ccc([N+](=O)[O-])cc2)CC1)N1CCOCC1	3.2
COc1ccccc1OC(=O)C1CC(=O)N(c2ccc(Cl)cc2)C1 (stereo not drawn)	6.1
O=C(c1ccc2c(c1)OCO2)N1C[C@@H]2N[C@H](C1)C2c1ccc(-c2cncnc2)cc1 (stereo partly drawn)	3.0[25 µM]
COc1ccc(C2C(=O)NN=C2C)cc1 (stereo not drawn)	15.6
Cc1ccc(C(=O)Nc2ccccc2N2CCCC2)cc1S(=O)(=O)N1CCOCC1	-7.8
Cn1c(C(C#N)C(=O)Cc2cccc3ccccc23)nc2ccccc21 (stereo not drawn)	0.9
O=C(/C=C/c1ccccc1)NC(=O)c1ccccc1O	-67.0
CCOc1ccc(NC(=O)c2cccc(NC(C)=O)c2)cc1S(=O)(=O)N1CCCC1	15.5
Cc1ccc(N(CC(=O)O)S(C)(=O)=O)cc1Cl	5.6
O=C1CCC(C(=O)Nc2cccc(C(F)(F)F)c2)N1 (stereo not drawn)	5.9
CC(NCC(O)COc1ccc2ccccc2c1)c1ccccc1 (stereo not drawn)	33.5
CC(C)(C)n1nc2c(c1NC(=O)c1ccccc1)CS(=O)(=O)C2	15.0
c1ccc(COCC2CCNCC2)cc1	5.6
O=C(c1ccc(CS(=O)Cc2cccc(Cl)c2)o1)N1CCN(C2CCCCC2)CC1 (stereo not drawn)	1.8
CC(=O)Nc1ccc(S(=O)(=O)NCCC(=O)OCC(=O)c2ccc(Br)cc2)cc1	1.0
CN1C(C)(C)CCCC1(C)C	7.6
COCC#Cc1ccc([C@@H]2[C@@H](CO)N3CCCCN(C(=O)NC4CCCC4)C[C@@H]23)cc1	-6.2[25 µM]
CN(C)C(=O)c1cccc(-c2ccc3c(c2)[C@@H]2[C@@H](CCN2C(=O)C2CCCCC2)[C@H](CO)N3)c1	4.7
O=C(NCCS(=O)(=O)N1CCN(Cc2ccccc2)CC1)c1ccccc1	18.8
FC(F)(F)c1cc(-c2cccs2)nc2ncnn12	13.3
COc1cccc(CN2CC(C(=O)N(C)Cc3ccnc4ccccc34)CCC2=O)c1 (stereo not drawn)	-0.1
Cc1ccc(S(=O)(=O)CCC(=O)OCC(=O)NCc2ccccc2)cc1	5.0
OCCC1CN(Cc2cnc(N3CCCC3)s2)CCN1C1CCCC1 (stereo not drawn)	0.2
C[C@H]1CCCCO[C@H](CN(C)C(=O)CCCN(C)C)[C@@H](C)CN([C@@H](C)CO)C(=O)c2cc(NC(=O)Nc3ccc4c(c3)OCO4)ccc2O1	-21.1[25 µM]
CCCCSc1n[nH]c(N)n1	6.6

Six compounds picked at random from the list so far, as already listed:
SMILES	BL2 CD40 inh
O=C(COc1ccc(S(=O)(=O)NCc2ccccc2)cc1)NCC1CCCO1 (stereo not drawn)	0.9
O=C(Nc1ccc(N2CCN(C(=O)c3ccccc3)CC2)cc1)c1cccnc1	-11.0
O=C(Nc1ccccc1)N1C[C@@H]2N[C@H](C1)[C@@H]2c1ccc(/C=C/c2ccccc2)cc1	-12.1
Cc1ccc(NC(=O)c2ccc(S(=O)(=O)N3CCC(C)CC3)cc2)nc1	-50.7
Cc1ccc(S(=O)(=O)N2CCN(C(=O)COC(=O)COc3ccc(Cl)cc3C)CC2)c(C)c1	3.8
CC(C)c1ccc(NC(=O)Nc2nc(CN)cs2)cc1	-6.7

(cont.)
SMILES	BL2 CD40 inh
CCN(C(C)=O)c1cnc(C=NNC(N)=S)c2ccccc12	4.9
CCOC(=O)c1c(C)c(C(=O)NCCCOC)c(C)n1C	10.8
O=C(CN1CCOCC1)Nc1ccccc1NC(=O)C1CCN(c2ncccn2)CC1	1.4
COC(=O)[C@H](C)NC(=O)Nc1ccccc1C(F)(F)F	8.1
COc1ccc(CCNC(=O)C(=O)c2cn(CC(=O)N3CCCC3)c3ccccc23)cc1OC	-1.8
O=C(Nc1nccs1)c1cc(-c2ccncc2)nc2ccccc12	9.8
O=C(C[C@H]1C[C@@H]2c3cc(NC(=O)CC4CC4)ccc3O[C@@H]2[C@@H](CO)O1)NCC1CC1	-2.0[25 µM]
CCOc1ccc(-c2cc(C(=O)NCc3cc(C(F)(F)F)cc(C(F)(F)F)c3)[nH]n2)c(C)c1	0.8
CCOC(=O)CNC(=O)CNC(=O)c1ccc(OC(C)C)cc1	-15.7
Cc1c(CC(C)(C)C(=O)O)n(Cc2ccc(Cl)cc2)c2ccc(F)cc12	-2.7[25 µM]
Cc1ccc(S(=O)(=O)N2CCN(C(=O)COC(=O)c3ccc([N+](=O)[O-])o3)CC2)c(C)c1	0.9
COc1ccc(NC(=O)C2Cc3c(-c4cccc(F)c4)ccnc3O2)cc1 (stereo not drawn)	-20.6
CCc1nc2ccccc2c(C(=O)NCc2ccc(OC)cc2)c1C	12.7
Cc1cc(C(F)(F)F)nn1CCCNC(=O)c1cnccn1	1.4
CCCCc1c(C(=O)O)cc(OC)cc1C(=O)O	7.2
Cc1ccc(S(=O)(=O)N(Cc2ccc([N+](=O)[O-])cc2)C(=O)N2CCN(C)CC2)cc1	2.6
O=C(CN1C(=O)NC2(CCCCC2)C1=O)NCCC1=CCCCC1	-8.4
O=C(COc1ccc(Cl)cc1)Nc1ncccn1	-74.3
CO[C@H](CN(C)Cc1cc(F)ccc1F)[C@H](C)CN(C(=O)Nc1ccc(C(F)(F)F)cc1)[C@H](C)CO	52.6*[25 µM]
CCCC1CCc2c(sc(N)c2C(N)=O)C1 (stereo not drawn)	-4.2
C[C@@H]1CN([C@H](C)CO)C(=O)c2c(c3ccccc3n2C)-c2ccccc2CO[C@H]1CN(C)C(=O)c1cc(Cl)cc(Cl)c1	51.4*[25 µM]
CNC[C@H]1OCCCC[C@@H](C)Oc2ccc(NS(=O)(=O)c3ccc(F)cc3)cc2C(=O)N([C@H](C)CO)C[C@H]1C	-4.4[25 µM]
N#Cc1ccc(CN2CCN(C(=O)c3cc(Cl)c4c(c3)OCCO4)CC2)cc1	6.5
CCOC(=O)CNC(=O)Nc1cccc(Cl)c1C	3.7
COc1ccc(C(=O)NC(=S)Nc2cccc(Cl)c2N2CCOCC2)cc1[N+](=O)[O-]	18.2

New compounds follow
SMILES	BL2 CD40 inh
CCNC(=O)[C@H]1[C@H](CO)[C@H]2Cn3c(ccc(-c4ccc(F)cc4)c3=O)[C@@H]1N2C(=O)C1CC1	8.0[25 µM]
COc1ccc(CCC(=O)Nc2cc3c4c(c2)CC(=O)N4CCC3)cc1	-3.5
NC(=O)CC1NC(=O)c2ccccc21 (stereo not drawn)	9.3
CN1C(=O)c2cc(NC(=O)c3cccc(F)c3)ccc2OC[C@@H]2O[C@H](CC(=O)NCc3ccccc3Cl)CC[C@@H]21	33.4[25 µM]
N#CCCn1nc(-c2ccccc2)cc1Nc1ccccc1NC(=O)C(F)(F)F	19.8
CC(C)CC(=O)Nc1sc2c(c1C(=O)O)CCCCC2	4.5
Cc1cccc(NC(=O)CN(CC2CCCO2)C(=O)c2ccc(S(C)(=O)=O)cc2)c1C (stereo not drawn)	-47.9
Cc1cnc(C(=O)OC(C)C(=O)Nc2ccc(Cl)cn2)cn1 (stereo not drawn)	6.9
O=C(CCCSc1nc2ccccc2s1)Nc1nccs1	-0.6
COc1ccc(NC(=O)CC2(Cc3ccccc3)CCOC(C)(C)C2)cc1 (stereo not drawn)	13.6
COCC(=O)N1CC2(C1)CN(S(C)(=O)=O)[C@H](CO)c1c2c2ccc(OC)cc2n1C	-2.4[25 µM]
N#CC1C(=O)NC(N2CCN(c3ccccc3)CC2)=NC12CCCCC2 (stereo not drawn)	8.9
C[C@H](NC(=O)[C@@H]1N[C@@H]2c3ccc(-c4cccnc4)c(=O)n3C[C@@H]2[C@H]1CO)c1ccccc1	9.0[25 µM]
COc1ccc2c3c(n(C)c2c1)[C@@H](CO)N(C(=O)C1CC1)CC31CCN(C(=O)C2CCOCC2)CC1	-0.3
O=C(C1CCCC1)N1C[C@@H]2N[C@H](C1)C2c1ccc(-c2ccncc2)cc1 (stereo partly drawn)	-2.5&-0.3[25 µM]
O=C(CN1CC[n+]2c(-c3cccs3)csc21)c1ccc(Br)cc1	-30.5
CCN1CCN(C2=CC3=CC(=C(C#N)C#N)CCC3CC2)CC1 (stereo not drawn)	6.9
O=C(Cn1cnc2ccc(Cl)cc2c1=O)NC1CCS(=O)(=O)C1 (stereo not drawn)	6.8
O=C(COc1cccnc1[N+](=O)[O-])Nc1ncc(Cl)cc1Cl	-15.1
CN1c2ccc(C#Cc3cccnc3)cc2[C@@H]2[C@@H](CCN2C(=O)C2CCCC2)[C@H]1CO	-6.9
O=C(NCc1ccccc1)c1ccc(OC2CSC2)cc1	-23.6
COCC(=O)Nc1ccc2c(c1)[C@H]1C[C@H](CC(=O)NCc3ccc4c(c3)OCO4)O[C@H](CO)[C@H]1O2	-4.8[25 µM]
O=C(Cn1cnc2ccccc21)N/N=C/c1cccs1	6.7
Cc1csc(SCCn2c(N3CCCC3)nc3c2c(=O)[nH]c(=O)n3C)n1	4.9
CC(=O)OCC1=C(C(=O)O)N2C(=O)[C@@H](NC(=O)CSc3ccncc3)[C@H]2SC1	2.6

Continuation.
SMILES	BL2 CD40 inh
COc1cccc(-c2cc3nc(NCc4ccccc4OC)n(C)c(=O)c3s2)c1	-38.8
Cc1cc(NC(=O)c2cccc(S(=O)(=O)N3CCOCC3)c2)c2ccccc2n1	19.8
N#C[C@H]1[C@@H](c2ccc(-c3ccccc3F)cc2)[C@@H](CO)N1C(=O)C1CCC1	24.5[25 µM]
Cc1cccc(S(=O)(=O)N2C[C@@H]3[C@H](c4ccccc42)[C@H](CO)N3C(=O)c2ccccc2)c1	17.3[25 µM]
C[C@H](CO)N1C[C@H](C)[C@@H](CN(C)S(=O)(=O)c2ccc3ccccc3c2)OCc2cn(nn2)CCCC1=O	11.3[25 µM]
C=CCOc1ccc(C(=O)CC)cc1OC	?
O=C(Cn1c(-c2ccccc2)noc1=O)Nc1ccc(N2CCCCCC2)cc1	-0.3
C[C@@H]1CCCCO[C@H](CN(C)Cc2ccncc2)[C@@H](C)CN([C@H](C)CO)C(=O)c2cc(NC(=O)Cc3ccccc3)ccc2O1	-9.1[25 µM]
O=C(c1cnccn1)N1CC[C@@H]2[C@@H](CO)Nc3ccc(-c4ccccc4F)cc3[C@@H]21	-9.6[25 µM]
Cc1cc(C)n(CC(=O)n2c3ccccc3c3ccccc32)n1	5.9
Cc1ccc(N2CC(C(=O)OCc3nnc(-c4ccccc4)o3)CC2=O)cc1 (stereo not drawn)	-16.0
CC=Cc1ccc2n(c1=O)C[C@H]1[C@H](CO)[C@@H](C(=O)NCC3CC3)N(C(=O)C3CCOCC3)[C@@H]21 (mixture of isomers)	-2.4[25 µM]
COc1ccc(NC(=O)Nc2c(C)noc2-c2ccccc2)cc1	3.5
CN1CCCN(C(=O)c2cc(-c3ccc(Cl)c(Cl)c3Cl)nc3ccccc23)CC1	-2.8

Source: PubChem BioAssay
